mIDH1 inhibitor: blocks human mutant IDH1 R132H enzyme; IDH1-R132H enzyme, NADPH consumption, diaphorase/resazurin fluorescence; Potency, µM (series often up to 76.6 µM), without a hit: top-dose activity change, negative = inhibition, usual class: inhibitors; 0.093% of 390,000 active; AID 602179; note: potency is the fitted concentration of half-maximal effect; % is set by controls: 0 for no effect and ±100 for the full control effect; nearly all actives have a fitted effect of over 65% in size
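IDH1-R132H (0.5 ug/mL) preincubated 30 min with compound, then NADPH (0.016 mM) and alpha-KG (2 mM) added; 80 min at RT, pH 7.5. Remaining NADPH coupled via diaphorase/resazurin to fluorescence (540/590 nm); concentration-response curves normalized to no-enzyme control.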
RGS4 inhibitor: human RGS4 inhibition. P49798. Transcreener GDP fluorescence polarization, RGS4-accelerated GTP hydrolysis. Potency, µM (series often up to 114 µM), without a hit: top-dose activity change, negative = inhibition, most hits filed as inhibitors. 0.039% of 390,000 active. AID 504845; note: potency is the fitted concentration of half-maximal effect; % is set by controls: 0 for no effect and ±100 for the full control effect; nearly all actives have a fitted effect of over 75% in size; some results filed as inactive show a strong effect at the top dose
Target sequence (P49798 whole entry, looked up): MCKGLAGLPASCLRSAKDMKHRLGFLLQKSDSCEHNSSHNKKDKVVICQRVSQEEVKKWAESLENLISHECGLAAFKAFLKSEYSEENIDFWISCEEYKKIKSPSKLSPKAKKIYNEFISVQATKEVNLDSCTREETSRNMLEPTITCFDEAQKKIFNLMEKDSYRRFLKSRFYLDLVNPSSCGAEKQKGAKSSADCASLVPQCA
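MLSMR compounds (23 nl, pin-transferred) preincubated 10 min at room temperature with a 500nM (2x) first reagent, then RGS4 at 900nM (2x) plus Transcreener GDP mix added; fluorescence polarization (620/688 nm) read before and after 90 min at 30 °C.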
rTrxR1 inhibitor: blocks rat thioredoxin reductase 1; Potency, µM (doses to about 114 µM), without a hit: at the highest dose activity change, negative = inhibition, most hits filed as inhibitors; AID 588453; recombinant rTrxR1, NADPH fluorescence consumption, selenite substrate; 1% of 390,000 active; O89049; note: potency is the fitted concentration of half-maximal effect; % is set by controls: 0 for no effect and ±100 for the full control effect; nearly all actives have a fitted effect of over 65% in size
Target sequence (O89049 whole entry, looked up): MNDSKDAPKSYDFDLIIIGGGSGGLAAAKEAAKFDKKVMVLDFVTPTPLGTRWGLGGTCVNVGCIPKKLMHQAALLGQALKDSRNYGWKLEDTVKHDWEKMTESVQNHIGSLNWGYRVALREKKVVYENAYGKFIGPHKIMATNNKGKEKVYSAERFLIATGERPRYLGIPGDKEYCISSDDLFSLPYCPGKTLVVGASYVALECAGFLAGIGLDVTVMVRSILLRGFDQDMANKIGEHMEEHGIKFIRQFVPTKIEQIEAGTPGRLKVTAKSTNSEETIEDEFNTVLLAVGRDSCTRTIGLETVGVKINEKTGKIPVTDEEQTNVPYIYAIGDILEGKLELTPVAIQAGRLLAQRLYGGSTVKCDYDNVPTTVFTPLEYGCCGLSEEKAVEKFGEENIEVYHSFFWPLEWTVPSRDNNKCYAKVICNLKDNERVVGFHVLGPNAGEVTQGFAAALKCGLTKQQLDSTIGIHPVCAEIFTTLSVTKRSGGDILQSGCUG
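Rat TrxR1 (90 nM in the dispensed reagent) was pre-reduced with 400 uM NADPH for 5 min at room temperature, then incubated with compound for 15 min. After 400 uM selenite was added, NADPH fluorescence (Ex 340/Em 450 nm) was followed for 8 min.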
Vif-APOBEC3F blk: blocks the Vif interaction with APOBEC3F; AID 602313; 0.2% of 390,000 active; Potency, µM (titrated, usually from 46.1 µM), without a hit: at the highest dose activity, negative = active; HeLa A3F-eYFP + Vif (tagged APOBEC3F with the HIV-1 protein that degrades it), YFP fluorescence increase; note: potency is the fitted concentration of half-maximal effect; % of control where 0% means no effect; nearly all actives have a fitted effect of over 65% in size
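HeLa cells stably expressing A3F-eYFP plus Vif, plated and incubated overnight at 37 deg C, then exposed to compounds overnight at 37 deg C. Blocked degradation read as raised yellow fluorescence (Ex 488/Em 500-530).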
LDHA block: inhibitors of human lactate dehydrogenase A; 0.15% of 480,000 active; activity change, % (values are at about 110 or 230 µM); AID 1347041; purified LDHA, NADH/diaphorase-resazurin fluorescence; hits give low values; P00338; in the data active = activity change below about -30%; inconclusive = mostly about -25% to -30%;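 note: plate controls were DMSO wells for no effect and wells without enzyme for full effect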
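LDH5 2 nM; NADH 0.06 mM, pyruvate 0.2 mM; 200 mM Tris pH 7.4, EDTA, Tween-20; 5 min RT. Detection: diaphorase 0.133 mg/mL + resazurin 37 µM, fluorescence ex540/em590 at 0 and 20 min; normalized to enzyme-free and DMSO wells.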
Vif-APOBEC3G blk: inhibitors of Vif-APOBEC3G interaction; Q9HC16; HeLa A3G-eYFP + Vif (tagged APOBEC3G with the HIV-1 protein that degrades it), YFP fluorescence, overnight; Potency, µM (titrated, usually from 46.1 µM), for the others: at the top dose activity, negative = active, usual class: inhibitors; 0.076% of 410,000 active;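 note: potency is the fitted concentration of half-maximal effect; % is set by controls: 0 for no effect and ±100 for the full control effect; nearly all actives have a fitted effect of over 60% in size; hits raise eYFP signal because A3G escapes Vif-driven loss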
Target sequence (Q9HC16 whole entry, looked up): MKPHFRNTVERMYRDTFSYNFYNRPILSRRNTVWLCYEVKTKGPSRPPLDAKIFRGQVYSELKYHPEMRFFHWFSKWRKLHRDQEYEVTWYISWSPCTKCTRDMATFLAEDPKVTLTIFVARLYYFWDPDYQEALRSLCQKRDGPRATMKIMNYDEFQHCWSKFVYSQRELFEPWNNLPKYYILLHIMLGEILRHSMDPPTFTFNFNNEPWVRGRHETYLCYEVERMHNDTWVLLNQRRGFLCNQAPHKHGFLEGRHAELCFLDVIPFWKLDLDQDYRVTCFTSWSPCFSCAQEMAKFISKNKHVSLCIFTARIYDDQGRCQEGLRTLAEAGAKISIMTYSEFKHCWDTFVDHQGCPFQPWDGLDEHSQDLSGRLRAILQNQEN
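Read-out is eYFP fluorescence (Ex 488/Em 500-530) from Vif-expressing HeLa A3G-eYFP cells; more signal means A3G escaped Vif-mediated degradation. Cells plated overnight, compound pinned in, incubated overnight at 37 deg C.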
USP1 inh: USP1/UAF1 (human) deubiquitinase inhibition; recombinant USP1/UAF1, Ub-Rhodamine cleavage fluorescence; 0.23% of 390,000 active; AID 743255; Potency, µM (titrated, usually from 57.1 µM), inactives show top-dose activity change, negative = inhibition, usual class: inhibitors; note: potency is the fitted concentration of half-maximal effect; % is set by controls: 0 for no effect and ±100 for the full control effect; nearly all actives have a fitted effect of over 60% in size; inactives centre near -12
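USP1/UAF1 complex at 1 nM was preincubated with compound for 15 min at room temperature, then Ub-Rho substrate (150nM final) was added. Fluorescence (480/540 nm) was read kinetically, 6 reads every 60 seconds.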
TrxR1 substrate: is turned over as a substrate by rat TrxR1; O89049; purified TrxR1 substrate turnover, NADPH consumption readout; Potency, µM (titrated, usually from 114 µM), for inactives: at the top dose activity change, negative = substrate turnover; 0.01% of 390,000 active; note: potency is the fitted concentration of half-maximal effect; % is set by controls: 0 for no effect and ±100 for the full control effect; nearly all actives have a fitted effect of over 50% in size
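Rat TrxR1, dispensed at 90 nM, was prereduced with 400 uM NADPH (final) for 5 min at ~22 deg C, then incubated with compound 15 min before 400 uM selenite. A first-read NADPH fluorescence drop versus no-compound background flagged substrates.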
Glioma ERSR ind: inducers of ER stress response in human glioma cells; 0.02% of 420,000 active; Potency, µM, for inactives: top-dose activation, most hits filed as activators; U87-MG GRP78 promoter luciferase reporter, 16 h; note: potency is the fitted concentration of half-maximal effect; series mostly up to about 76 µM; % of control where 0% means no effect; nearly all actives have a fitted effect of over 35% in size
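ERSR induction read as luciferase luminescence (Bright-Glo, 10 min at room temperature) in stably transfected human U87-MG glioma cells exposed to compounds for 16 h, using GRP78 as sensor.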
The depositor's hits bear a star; ? = inconclusive; . = not tested or not shown; & = joins results of further samples; [ ] = dose if it differs, or a comment. Unless noted, calls come from the whole dose curve; as a rule, active = well fitted curve in the direction sought with a large enough effect; inconclusive = small, poorly fitted or top-dose-only effect, or another doubt; inactive = no such curve, though single readings can be large; an effect the other way counts as inactive or inconclusive. Not all compounds are listed. The share of hits here may be higher or lower than overall.

SMILES | mIDH1 inhibitor | RGS4 inhibitor | rTrxR1 inhibitor | Vif-APOBEC3F blk | LDHA block | Vif-APOBEC3G blk | USP1 inh | TrxR1 substrate | Glioma ERSR ind
CCOC(=O)N1CCN(CC(=O)Nc2nc3ccccc3s2)CC1 | 11% | -14% | 10%[57.1 µM] | 6% | 1 | 1% | -13% | -7%[57.1 µM] | -7%
NC(=O)c1c(NC(=O)c2ccccc2C(=O)O)sc2c1CCCC2 | 3% | 1% | 1%[57.1 µM] | -12% | -4 | 3% | -9% | 5%[57.1 µM] | -5%
COc1cccc(Nc2nc(-c3sc(NC(=O)c4ccccc4)nc3C)cs2)c1 | -28% | ? | 8% | -2% | 0 | 0% | -19% | 1% | -3%
CCc1nnc2c(N(C)C)nc3ccccc3n12 | 10% | -5% | -17% | -1% | 1 | 1% | -19% | -15% | -4%
Cc1ccc(NC2c3ccccc3C(=O)N2c2cccnc2)cc1 (stereo not drawn) | -1% | 3% | 11% | 0% | -10 | -1% | -18% | 3% | -2%
CC1CC(C)CN(c2nc(NCc3ccco3)nc(N)c2[N+](=O)[O-])C1 (stereo not drawn) | 0% | -26% | -10% | 2% | -3 | -4% | -11% | -19% | -4%
Cc1ccc(CN2CCNC(=O)C2CC(=O)N(C)CCc2ccccc2)cc1 (stereo not drawn) | -12% | 26% | -24% | 22% | -9 | -1% | -7% | -3% | 0%
O=C(c1ccco1)N1CCN(C(=O)c2cccc3c2C(=O)N(C2CCCCC2)C3)CC1 | 1% | -4% | 2% | -7% | -4 | -3% | -22% | 1% | -3%
CN(C)S(=O)(=O)c1cccc(-c2nnc(SCCNCCO)n2-c2ccc(F)cc2)c1 | 22% | -13% | 15% | -14% | -16 | 2% | -11% | 10% | 0%
c1ccn2cc(-c3ccc4c(c3)OCO4)cc2c1 | -4% | -30% | -48% | 3% | 6 | 0% | -2% | 10%[57.1 µM] | 5%
CCc1ccccc1Nc1nn2c(=O)c3ccc(C(=O)NCCC4=CCCCC4)cc3nc2s1 | 5% | -19% | 20% | -7% | 0 | -1% | ? | 7% | -3%
Cc1cccc(NC(=O)COc2ccc(Br)cc2C)n1 | 0% | 8% | -6% | -1% | -8 | -1% | 0% | -10% | 3%
CCOC(=O)c1c(NC(=O)COC(=O)c2cccc([N+](=O)[O-])c2)sc(C(=O)N(C)C)c1C | -14% | . | . | 0% | -6 | 1% | -28% | . | -2%
Cc1nn(-c2ccc(N3CCCC3)nn2)c(C)c1CCC(=O)Nc1ccc(F)cc1F | 31% | 15% | 12%[57.1 µM] | 2% | -15 | 4% | -5% | 0%[57.1 µM] | -1%
Nc1ncnc2c1ncn2[C@@H]1O[C@H](CNC(=O)[C@@H]2C[C@H](F)CN2)[C@@H](O)[C@H]1O | 6% | -11% | ? | 0% | -2 | 2% | -18% | 5% | -4%
CNC(=O)c1ccc2nc(CCc3ccccc3)oc2c1 | 4% | 9% | 16%[57.1 µM] | 1% | -8 | -2% | -2% | 5%[57.1 µM] | 0%
CCCN(CCC)CCCNC(=O)CC(C(=O)N1CCc2ccccc21)n1ccnc1 (stereo not drawn) | 4% | -1% | 9% | -1% | 1 | 0% | -8% | 3% | -4%
C=CCn1c(SCC(=O)Nc2nncs2)nnc1-c1ccco1 | 2% | 18% | 15% | -11% | -1 | 2% | -22% | 7% | -4%
N#Cc1ccccc1CN1C(=O)S/C(=C/c2cccn2-c2ccc(C(=O)O)cc2)C1=O | ? | 19% | 6%[57.1 µM] | ? | 2 | -1% | -22% | -9%[57.1 µM] | -1%
COc1cc(-c2cc(=O)c3c(O)c(OC)c(OC)c(OC)c3o2)cc(OC)c1OC | -5% | 9% | 9%[57.1 µM] | 4% | 1 | 0% | -16% | 7%[57.1 µM] | 0%&-2%
CC1(C)Cc2c(sc3nc4n(c(=N)c23)CCCCC4)CO1 | 1% | 27% | -5% | 7% | -4 | 3% | 0% | -9% | 4%
CC(C)[C@H](NC(=O)[C@@H]1CSC2c3ccccc3C(=O)N21)C(=O)NC1CCCC1 (stereo partly drawn) | 6% | 9% | 12% | 12% | -2 | 2% | -14% | 3% | -6%
CCCC12CN3CCN(CC(C3)/C1=N\NC(=O)c1ccc(F)cc1)C2 | 5% | 7% | 9%[57.1 µM] | -14% | -2 | 0% | -17% | 8% | 1%
Cn1c(SCC(=O)Nc2ccccc2O)nnc1-c1ccco1 | 5% | 14% | 2% | -16% | -4 | 0% | -4% | 4% | 1%

Record cards, as listed above.
Profile of CCc1ccccc1Nc1nn2c(=O)c3ccc(C(=O)NCCC4=CCCCC4)cc3nc2s1 = mIDH1 inhibitor: 5%; RGS4 inhibitor: -19%; rTrxR1 inhibitor: 20%; Vif-APOBEC3F blk: -7%; LDHA block: 0; Vif-APOBEC3G blk: -1%; USP1 inh: ?; TrxR1 substrate: 7%; Glioma ERSR ind: -3%
Profile of Cc1ccc(CN2CCNC(=O)C2CC(=O)N(C)CCc2ccccc2)cc1 (stereo not drawn) = mIDH1 inhibitor: -12%; RGS4 inhibitor: 26%; rTrxR1 inhibitor: -24%; Vif-APOBEC3F blk: 22%; LDHA block: -9; Vif-APOBEC3G blk: -1%; USP1 inh: -7%; TrxR1 substrate: -3%; Glioma ERSR ind: 0%

Carrying on:
SMILES | mIDH1 inhibitor | RGS4 inhibitor | rTrxR1 inhibitor | Vif-APOBEC3F blk | LDHA block | Vif-APOBEC3G blk | USP1 inh | TrxR1 substrate | Glioma ERSR ind
Cc1ccc(S(=O)(=O)NN)c(C)c1N1CCCC1=O | -10% | 2%[11.4 µM] | 8% | -1% | -5 | -5% | -2% | -7% | -3%
Oc1ccc(Br)cc1CNc1cnc2ccccc2c1 | 0% | -48% | -11% | -14% | 0 | -14% | -18% | 22% | 3%
CCc1nnc(NC(=O)CN2C(=O)NC3(CC(C)CC(C)(C)C3)C2=O)s1 (stereo not drawn) | -3% | 9% | 21% | 1% | -2 | -9% | -14% | 5% | -1%
CC(=O)Nc1ccc(S(=O)(=O)Nc2ccc3c(c2)OCCO3)cc1 | -7% | 13% | 1%[57.1 µM] | 10% | -3 | 1% | -21% | -3%[57.1 µM] | -5%
O=C(N/N=C/c1cccc([N+](=O)[O-])c1)c1c[nH]c2ccccc12 | 3% | 17% | 7% | 7% | -8 | 2% | -14% | -4% | 5%
COc1ccc(NC(=O)CSc2n[nH]c(CNc3cccc(C)c3)n2)cc1 | 16% | 15% | -7%[57.1 µM] | 1% | 4 | 0% | 5% | -6% | -5%
Cc1ccccc1NC(=O)CSc1nc2ccccc2o1 | 2% | -29% | 8% | -1% | 4&-1 | -3% | -8% | 1% | 6%
O=[N+]([O-])c1ccc(S(=O)(=O)CC(CN2CCCCC2)N2CCCCC2)cc1 (stereo not drawn) | 9% | -12%[56.9 µM] | 2.5µM* | 10% | 2 | 2% | -20% | -6% | -3%
COc1cccc(NC(=O)c2cccc(Cl)c2)c1 | 10% | 11% | 1% | 3% | 1 | -4% | -17% | -1% | -1%
O=C(Cn1c(COc2ccccc2)nc2ccccc21)Nc1cc(Cl)cc(Cl)c1 | -1% | -44% | 7% | -4% | -2 | -3% | -10% | 1% | 5%
O=[N+]([O-])c1cc([N+](=O)[O-])c(Oc2c(Cl)cccc2Cl)cc1NN1CCCCC1 | -6% | -19% | -2% | -1% | -2 | 5% | ? | 0% | -6%
Cc1cccc(N2N=C(C(=O)Nc3nc(C)cs3)CCC2=O)c1 | -2% | 5% | 2% | -4% | 1 | -1% | -9% | -6% | -4%
CC1(C)Oc2ccc3ccc(=O)oc3c2/C(=C/NNC(N)=S)C1=O | -2% | -15% | ? | 5% | -14 | -3% | -21% | -13% | 2%
CC(C)(C)Nc1ncnc2c1cnn2-c1ccccc1 | 4% | -5% | 11% | -3% | -19 | -9% | -15% | -1% | -4%
CCS(=O)(=O)N1CCc2cc(C(=O)Nc3ccc(Br)cc3F)ccc21 | 7% | 13% | -25% | -4% | -4 | 3% | -9% | -19% | 2%
CC(C)c1ccc(NC(=O)C2C3C=CC4(O3)C2C(=O)N(CCCN2CCOCC2)C4C(=O)NC2CCCCC2)cc1 (stereo not drawn) | -8% | 8% | 17%[57.1 µM] | 11% | -8 | 1% | 0% | -10% | -4%
Cc1ccc(-n2cc(CN3CCCN(C=O)CC3)c(-c3ccc(F)cc3)n2)cc1 | -4% | -15% | 0%[57.1 µM] | 2% | -1 | 1% | -17% | -4%[57.1 µM] | 0%
Clc1cccc(Cl)c1CSc1nnc(-c2ccncc2)s1 | 4% | 10% | 23%[57.1 µM] | 2% | 0 | 0% | -19% | 7%[57.1 µM] | 0%
O=C(COC(=O)C1CC(=O)N(Cc2ccccc2)C1)Nc1ccccc1F (stereo not drawn) | 1% | -12% | 28% | -1% | -8 | -3% | -10% | 0% | 1%
Cc1ccccc1OCC(=O)NNC(=O)c1ccoc1C | 2% | -40% | ? | 1% | 7 | -4% | -11% | 2% | -3%

Assay outcomes: PubChem, National Center for Advancing Translational Sciences (NCATS)
